SR-BI DiI inh: blocks mouse SR-BI lipid uptake from DiI-HDL; ldlA[mSR-BI] CHO cells, DiI-HDL uptake fluorescence, 3 h; inhibition, % at 12.5 µM; hit rate 0.96% among 320,000; AID 488896;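 active means mean replicate inhibition of at least 70% and a set share of replicates each scoring 70 or more; inconclusive means meets just one of the two criteria; inactive means fails both criteria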;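 further: 0% = median of neutral control wells and 100% = median of positive control wells; values of inactives mirror those of a sister screen read the other way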
SR-BI uptake up: enhances SR-BI lipid uptake from DiI-HDL | CHO ldlA[mSR-BI] cells, DiI-HDL uptake fluorescence, 3 h; 100 = double the neutral-control signal | activation, % at 12.5 µM | hit rate 0.096% among 320,000;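 active means mean replicate activation of at least 60% and every replicate at or above 60%; inconclusive means mean or all-replicate condition met, but not both; inactive means mean below 60% and not all replicates reaching 60%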;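 further: 0% = median plate neutral-control signal and 100% = twice that signal; values of inactives mirror those of a sister screen read the other way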
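Test system: SR-BI-overexpressing, LDLR-lacking CHO cells. Measured by: DiI fluorescence, bottom read. Medium: Ham's F12 with 0.5% BSA, HEPES 25 mM, pH 7.4. Timing: 3 h uptake period with compound, 37 °C.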
CAL PDZ FP-1: CAL PDZ (human) peptide binding inhibition; hit rate 0.92% among 300,000; Q9HD26; AID 602252; inhibition, % at 24.9 µM; purified CAL PDZ, TMR-peptide fluorescence polarization, 1 h;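 active means mean inhibition of at least 30% with at least half of replicates also reaching 30%; inconclusive means no clear call, values can overlap the other calls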;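 further: 0% = DMSO neutral control and 100% = excess unlabeled competitor peptide PRC23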
NSD2 inh: inhibitors of human histone methyltransferase NSD2. NSD2 peptide methylation, AlphaScreen, 120 min. inhibition, % at 12.5 µM. hit rate 0.54% among 310,000; in the data active means inhibition above about 50%
CAL PDZ FP-2: blocks peptide binding to human CAL PDZ domain; AID 504414; purified CAL PDZ, TMR-peptide fluorescence polarization, 1 h; hit rate 0.02% among 330,000; Q9HD26; inhibition, % at 20 µM;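 active means highest replicate inhibition of at least 40%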;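 further: plate controls were DMSO neutral control wells for no effect and unlabeled competitor peptide control wells for full effect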
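System: purified tagged CAL PDZ domain construct (CerCALP). Schedule: 1 h incubation at room temperature before polarization reading. Medium: 25 mM sodium phosphate pH 7.4, 150 mM NaCl, TCEP, IgG, Thesit. Read-out: percent inhibition from loss of millipolarization. Measured by: FP readout, S and P plane fluorescence. Probe or stimulus: fluorescent TMR peptide probe.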
PfHsp90 yeast 2: growth inhibition of yeast expressing Plasmodium Hsp90; S. cerevisiae expressing PfHsp90, BacTiter-Glo ATP, 48 h; yeast lacking PDR1 and PDR3 efflux regulators; inhibition, % at 9.4 µM; hit rate 0.32% among 310,000;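 active means every replicate shows inhibition above about 80%, whatever the replicate mean, limit read from the data; inconclusive means mean inhibition reaches the set limit but some replicate falls short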;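 further: 0% = DMSO neutral controls and 100% = 20 µM radicicol positive controls; yeast relying on Plasmodium falciparum Hsp90 in place of its own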
PvdQ acylase: blocks Pseudomonas aeruginosa PvdQ acylase activity | AID 488965 | inhibition, % at 10 µM | hit rate 0.063% among 340,000 | purified PvdQ acylase, fluorescence plate reader; in the data active means inhibition above about 30%, passing the limit was not always enough; inconclusive means no clear call, values can overlap the other calls;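 further: 0% = vehicle neutral wells and 100% = reference inhibitor wells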
dFosB act: enhances mouse delta FosB homodimer DNA binding. P13346. purified delta FosB, TAMRA-CDK5 oligo fluorescence polarization; percent of positive-control signal above neutral wells. activation, % at 25 µM. hit rate 0.99% among 340,000. AID 493131;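 active means mean activation above about 17%, with every replicate also reaching it, limit read from the data, passing the limit was not always enough; inconclusive means only one of the two conditions met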;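 further: fluorescence polarization rise as delta FosB binds a TAMRA Cdk5 AP-1 oligo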
Target sequence (P13346 whole entry, looked up): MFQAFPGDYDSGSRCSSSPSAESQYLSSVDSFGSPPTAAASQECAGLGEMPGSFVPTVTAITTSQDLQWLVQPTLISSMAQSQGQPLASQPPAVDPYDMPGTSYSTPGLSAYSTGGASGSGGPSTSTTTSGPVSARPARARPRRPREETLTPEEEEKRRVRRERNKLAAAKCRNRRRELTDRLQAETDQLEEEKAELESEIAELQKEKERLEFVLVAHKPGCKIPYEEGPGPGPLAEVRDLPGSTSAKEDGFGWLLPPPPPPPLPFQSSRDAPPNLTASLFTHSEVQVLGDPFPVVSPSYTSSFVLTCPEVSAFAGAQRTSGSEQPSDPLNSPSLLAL
Rtt109 Vps75: inhibitors of Candida albicans Rtt109/Vps75 histone acetyltransferase; AID 540336; hit rate 0.16% among 330,000; purified Rtt109/Vps75, ThioGlo CoA-SH fluorescence, 4 h; inhibition, % at 34.9 µM;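 active means inhibition of at least 50% in every replicate; inconclusive means best replicate reaches 50% inhibition but some replicates fall short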
Target sequence (Q5AAJ8 whole entry, looked up): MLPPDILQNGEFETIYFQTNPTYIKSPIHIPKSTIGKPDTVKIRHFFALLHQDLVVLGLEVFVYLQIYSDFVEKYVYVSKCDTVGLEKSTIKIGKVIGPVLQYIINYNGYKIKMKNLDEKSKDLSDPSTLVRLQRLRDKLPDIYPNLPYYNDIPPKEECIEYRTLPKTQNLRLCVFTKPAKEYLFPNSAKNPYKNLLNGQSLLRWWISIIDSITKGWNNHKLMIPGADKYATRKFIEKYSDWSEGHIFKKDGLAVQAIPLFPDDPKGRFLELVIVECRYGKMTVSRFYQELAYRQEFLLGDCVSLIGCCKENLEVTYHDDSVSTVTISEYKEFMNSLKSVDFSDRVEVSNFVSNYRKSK
MITF TRPM1 HTS: increases MITF-driven TRPM1 promoter luciferase signal; activation, % at 12.5 µM; SK-MEL-5 TRPM1-promoter luciferase, 24 h; % of positive control, neutral wells = 0; AID 588334; hit rate 0.75% among 300,000;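 active means mean activation of at least 80% with every replicate also reaching 80%; inconclusive means mean reaches 80% but some replicate falls short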;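 further: 0% = neutral control wells and 100% = parthenolide positive control wells; values of inactives mirror those of a sister screen read the other way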
An asterisk follows results filed as active; ? = inconclusive; · = not tested or not shown.

Results follow in this order: SR-BI uptake up	CAL PDZ FP-2	PvdQ acylase	CAL PDZ FP-1	Rtt109 Vps75	SR-BI DiI inh	dFosB act	PfHsp90 yeast 2	MITF TRPM1 HTS	NSD2 inh
- NC(=O)c1cc2ccccc2o/c1=N/NC(=O)c1cccs1
  7	-4.2	-16	-2	19	-7	-20	-7	24	-2
- Cc1ccccc1N1CCN(Cc2nc(Cc3ccccc3)no2)CC1
  29	-0.1	-3	-3	-2	-29	-5	-40	-3	-5
- Cc1cc(-c2nnc(SCc3ccccn3)o2)no1
  33	-2.0	-5	1	0	-33	-1	4	13	-3
- COC(=O)c1cccc(N(CC(=O)NC2CCCCC2)C(=O)CNC(=O)c2cccs2)c1
  ·	-2.4	-8	-3	2	·	-5	22	-12	0
- COc1ccc(Cl)cc1NC(=O)C1CCN(C(=O)Nc2ccccc2)CC1
  -73	0.2	-7	-3	1	?	-11	-1	-11	1
- NS(=O)(=O)c1cccc(NC(=O)c2ccno2)c1
  -3	-1.3	-3	-5	1	3	2	10	3	0
- CCOC(=O)N1CCC(NC(=O)CCC(=O)N2CC(C)Oc3ccccc32)CC1 (stereo unspecified)
  -32	-0.4	-11	-4	-8	32	-5	17	-2	-4
- COC(=O)CSc1nc(N2CCOCC2)c2c(c1C#N)CC(C)(C)N(C)C2
  2	·	-20	-1	-7	-2	-9	8	16	3
- CCOC(=O)CNC(=O)c1cc(OC)cc(OC)c1
  26	0.5	-4	-2	-5	-26	-8	-3	7	24
- CC(C)NC(=O)Cn1c(SCC(=O)c2ccc(F)cc2)nc2ccccc21
  5	-0.4	-9	-4	-1	-5	8	15	2	0
- COc1ccc(C(=O)Nc2ccccc2N2CCN(C(=O)c3ccccc3)CC2)cc1Br
  -86	-1.9	-1	11	2	86*	4	-4	-1	-2
- CCN(C(=O)c1cn(C)c(=O)c2cc(OC)c(OC)cc12)c1cc(OC)ccc1OC
  67*	-1.7	-3	1	-5	-67	-12	-5	-3	1
- COc1ccc(S(=O)(=O)Nc2nnc(Cc3ccc(OC)c(OC)c3)s2)cc1
  6	-1.3	-14	-1	-16	-6	8	4	7	-2
- CC(=O)c1cccc(NC(=O)Nc2cnn(Cc3ccc(Cl)cc3Cl)c2)c1
  -6	-0.1	-5	·	-5	6	5	·	1	-1
- Cc1ccc(/C=c2\sc3n(c2=O)CN(c2cccc(Br)c2)CN=3)o1
  42	-1.8	-6	1	8	-42	-4	-23	0	2
- Cc1ccn2cc(-c3cc4ccccc4oc3=O)nc2c1
  -7	-3.3	2	-9	-1	7	3	·	-28	0
- O=C(CNC(=O)c1ccc2c(c1)OCCO2)N/N=C/c1ccc(O)cc1O
  8	-1.6	0	0	9	-8	13	3	7	-1
- Cc1cc(NC(=O)CC#N)n(-c2nc3ccccc3[nH]2)n1
  -17	-6.6	-19	-2	1	17	-11	-7	11	-4
- CCOC(=O)c1ccc(NC(=O)N2CCOCC2)cc1
  -11	-0.5	-4	-1	-8	11	1	11	25	1
- COc1ccc(CN2C=C3C(=O)C(C)(OC(=O)C4CCCC4)C(=O)C=C3C=C2c2ccsc2)cc1 (stereo unspecified)
  25	-2.4	5	-4	5	-25	-1	-2	-15	·
- N#Cc1ccc(-c2ccc3c(c2)OCO3)nc1SCC(=O)OCc1ccccc1
  -47	0.4	-2	-2	-2	47	1	2	-12	36
- COc1ccc(N2C(=O)CC(SC(C)C)C2=O)cc1 (stereo unspecified)
  -11	-1.4	13	2	19	11	-6	12	-12	-1
- CN(Cc1cccs1)C(=O)CSc1nc(N)cc(N)n1
  14	-2.4	-8	5	-2	-14	-5	12	10	5
- CCCCSCCCNC(=O)c1ccc(CS(=O)(=O)c2ccc(OC)cc2)o1
  -7	-1.0	-26	·	-4	7	-4	49	-14	35
- CCOC(=O)c1c(C)[nH]c(C)c1S(=O)(=O)NCCN1CCN(c2cc(Cl)ccc2C)CC1
  -12	-3.0	1	-1	-2	12	-16	35	-10	-1
- COc1ccc(-n2c(N)c(Br)c(=O)[nH]c2=O)cc1
  8	0.2	3	-3	0	-8	-2	13	0	·
- Cc1ccc(C2(C(=O)N3CCC(n4nc(-c5ccccc5)oc4=O)CC3)CC2)cc1
  ·	-1.0	-12	·	-6	·	-2	-7	10	-5
- O=C(Nc1ccccn1)N1CCOCC1
  18	-0.5	-7	·	5	-18	6	·	12	-3
- Cc1cccc(C)c1NC(=O)CN(C)C(=O)CC1CC2CCC1C2 (stereo unspecified)
  5	-0.5	-13	-1	-6	-5	-3	12	-2	-2
- CCN(CC)CCNC(=O)c1cc2ccccc2nc1Cl
  6	-1.2	-5	·	-3	-6	-6	3	-1	6
- CCOC(=O)C(C)Oc1cccc2c(=O)n(CC(=O)NCc3ccc(F)cc3)ccc12 (stereo unspecified)
  ·	-1.0	-1	4	-9	·	-3	20	-41	0
- CCS(=O)(=O)Nc1ccc(C2=NN(C(=O)c3ccco3)C(c3ccc(C)cc3)C2)cc1 (stereo unspecified)
  14	-4.1	4	0	22	-14	-3	-13	-17	-3
- CC(NCc1ccc2c(c1)OCO2)C(=O)NC1CCCc2ccccc21 (stereo unspecified)
  5	0.3	0	-2	-2	-5	2	-3	3	-1
- CN1CCN(c2ccc(S(=O)(=O)N3CCCCC3)cc2NC(=O)Cc2ccccc2F)CC1
  -3	-1.2	-1	-3	7	3	-10	16	9	1
- COc1ccc(NC(=O)c2cc(C(C)C)on2)cc1OC
  -1	0.2	2	-1	-1	1	-4	13	45	-1
- O=C(NCC1CCCO1)C1c2ccccc2C(=O)N1C1CCCCCCC1 (stereo unspecified)
  4	-2.3	-2	1	-2	-4	1	-7	5	1
- CC(NC(=O)c1ccc(N(C)C)cc1)c1ccc(F)cc1 (stereo unspecified)
  ·	-1.0	-9	4	-3	·	-2	·	-4	-4
- CCOc1ccc(C(=O)CSc2nnc(C3CC3)n2C)cc1
  9	-1.2	-19	-2	2	-9	3	-9	36	-1
- Cc1cc(C)cc(N(CCC#N)C(=O)CSc2nc3nc(C)cc(C)n3n2)c1
  -4	0.6	-17	-1	-1	4	0	-7	-2	-4
- COc1cc(NC(=O)c2cc3nc(-c4ccccc4)cc(-c4ccccc4)n3n2)cc(OC)c1OC
  -57	-3.3	-3	-4	·	57	4	-13	1	-1
- Cc1cc(NC(=O)CSc2ncc(C(=O)O)n2-c2ccc(F)cc2)no1
  19	0.6	-10	0	-1	-19	-15	·	-1	0
- Cc1ccc(CCNC(=O)c2cc(C)nn2-c2ccccc2)cc1
  -1	-0.5	-8	-8	-4	1	2	-5	8	·
- CCc1cc2c(SCC(=O)N3CC(=O)Nc4ccccc43)ncnc2s1
  -6	-1.5	-16	2	-6	6	-12	-59	-8	3
- S=c1[nH]nc(-c2ccncc2)n1/N=C/C=C/c1ccco1
  14	0.0	0	4	2	-14	-7	1	5	25
- O=Cc1ccc(N2CCCC2)c(F)c1
  9	-0.6	-7	-5	-4	-9	4	8	5	3
- C=CCn1cccc(C(=O)Nc2ccc(N(C)C)cc2)c1=O
  -5	-0.6	-12	-1	5	5	-4	-8	·	4
- c1ccc(CCCNCCCn2cnc3c(OCc4ccccc4)ncnc32)cc1
  26	-1.3	-14	7	3	-26	-4	-11	-78	·
- CCOC(=O)c1c(NC(=O)CSc2nnc(CN3CCOCC3)n2C)sc2c1CCCC2
  -16	-0.3	-11	-5	-6	16	-7	-7	-8	·
- O=C(Cn1nnc(-c2ccccc2F)n1)Nc1cccc2ncccc12
  29	-1.3	-10	-5	-5	-29	26*	-34	-9	0
- COc1cccc(COC(=O)c2ccc3c(c2)NC(=O)C(C)S3)c1OC (stereo unspecified)
  -18	-3.2	0	-18	6	18	-1	·	-1	0

(further entries)
Results follow in this order: SR-BI uptake up	CAL PDZ FP-2	PvdQ acylase	CAL PDZ FP-1	Rtt109 Vps75	SR-BI DiI inh	dFosB act	PfHsp90 yeast 2	MITF TRPM1 HTS	NSD2 inh
- O=C(c1cc2ccccc2oc1=O)N(Cc1cccs1)CC1CCCO1 (stereo unspecified)
  28	-2.8	16	-1	·	-28	-6	7	-11	-1
- CCCn1nnc(NC(=O)C(C)Oc2ccc(Cl)cc2Cl)n1 (stereo unspecified)
  -25	-0.2	-13	-3	4	25	-6	-2	-3	-1
- Cn1nccc1CNC(=O)c1c(Cl)cnn1C
  20	-0.1	-7	0	2	-20	-1	4	-9	-2
- CC1(C(=O)N(c2ccccc2)C(C(=O)NC2CCCC2)c2ccccn2)CC(=O)N=C2C=CC=CN21 (stereo unspecified)
  21	-2.0	-14	0	-2	-21	-4	-7	3	-2
- O=C(COC(=O)c1ccccc1NC(=O)c1ccco1)NCCC1=CCCCC1
  -44	-1.0	-10	-3	0	44	-3	-3	29	0
- NNC(=O)c1[nH]c2ccccc2c1-c1ccccc1
  -18	-0.4	-10	-5	-23	18	-6	-10	-5	-9
- CSc1nsc(SCC(=O)Nc2ccccn2)n1
  0	-0.4	3	-2	1	0	3	-8	·	-2
- CC[C@@]12C(=O)N(c3cccc(Br)c3)C(=O)N1[C@H](c1ccc(F)cc1)[C@@H]1C(=O)N(C3CCCCC3)C(=O)[C@@H]12
  -9	-2.1	-16	1	4	9	-9	5	0	·
- CS(=O)(=O)N1CCN(c2ccc([N+](=O)[O-])cc2F)CC1
  18	-0.9	3	2	-2	-18	2	6	2	-5
- Cc1ccc2c(c1)C(=O)C(=O)N2Cc1ccc(Br)cc1
  -2	0.7	-4	-2	2	2	-5	13	-18	·
- Cc1noc(NS(=O)(=O)c2ccc(NC(=O)C34CC5CC(C3)CC(n3cnc(Br)n3)(C5)C4)cc2)c1C
  18	0.0	6	-6	6	-18	-8	13	3	-2
- CC1(C)CC(NC(=O)CSc2ccccc2)CC(C)(C)N1
  6	-1.8	-9	-1	4	-6	-11	26	-16	-2
- O=C(NCC(F)(F)F)N1CCOCC1
  13	-0.8	-5	·	-9	-13	-2	5	2	·
- C=C(c1ccc(OCCO)cc1)c1ccc(OCCO)cc1
  27	-3.9	-7	-2	-1	-27	-4	-6	15	0
- COc1ccc(CN2CCc3ccc(NC(=O)CCc4ccccc4OC)cc3C2)c(O)c1
  -72	-1.1	-11	-14	2	72*	6	46	-15	1

Screening data: PubChem BioAssay, Broad Institute
